# Source: PubChem BioAssay
# S1P4 antagonist: antagonists of human S1P4 receptor; O95977; S1P4-expressing cells, antagonist mode, reporter read-out; inhibition, % at 4.98 µM; 220,000 compounds, 0.26% hits; in the data active = inhibition above about 29%;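 note: 0% = wells stimulated with agonist and 100% = vehicle wells without agonist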
# NPY-Y1 PAM-ag: human NPY-Y1 potentiation or agonism, primary screen; 220,000 compounds, 0.37% hits; NPY-Y1 expressing cells, potentiator/agonist activation; AID 1304; activation, % at 3.6 µM; in the data active = activation above about 33%, passing the limit was not always enough;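 note: cells stimulated with NPY at EC10 then isoproterenol at EC100; 0% = low agonist plus stimulus and 100% = saturating agonist plus stimulus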
# NPY2 pot ag: human NPY-Y2 potentiation or agonism, primary screen; P49146; cells expressing NPY-Y2, potentiator/agonist read-out; activation, % at 3.6 µM; 220,000 compounds, 0.45% hits; AID 1359; in the data active = activation above about 27%;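 note: cells stimulated with NPY near EC25 plus isoproterenol at EC100; 0% = vehicle plus submaximal agonist and 100% = vehicle plus saturating agonist; some results beyond the cut were filed as inactive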
# Target sequence (P49146 whole entry, looked up): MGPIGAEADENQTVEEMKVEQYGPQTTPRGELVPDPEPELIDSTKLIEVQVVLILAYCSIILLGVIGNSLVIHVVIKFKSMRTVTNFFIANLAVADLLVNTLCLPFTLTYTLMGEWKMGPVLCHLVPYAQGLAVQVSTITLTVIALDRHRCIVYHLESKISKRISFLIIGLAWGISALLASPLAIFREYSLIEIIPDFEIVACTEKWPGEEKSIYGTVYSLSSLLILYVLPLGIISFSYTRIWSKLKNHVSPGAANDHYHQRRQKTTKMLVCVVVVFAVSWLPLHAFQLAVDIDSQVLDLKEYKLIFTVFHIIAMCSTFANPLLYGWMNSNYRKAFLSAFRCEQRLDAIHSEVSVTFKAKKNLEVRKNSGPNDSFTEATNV
# CHOP inh: blocks CHOP induction under ER stress. inhibition, % at 10 µM. AID 2732. 220,000 compounds, 3.8% hits. CHO-K1 CHOP-promoter luciferase, tunicamycin-induced, 15-18 h;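 active = compounds that reduced the stress-induced luciferase reporter signal by more than about 70% of percent inhibition, limit read from the data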;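 note: 0% = tunicamycin plus vehicle and 100% = wells without tunicamycin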
# S1P4 ag: agonists of human S1P4 receptor; 220,000 compounds, 0.35% hits; S1P4-expressing cell line, agonist reporter assay; AID 1509; O95977; activation, % at 4.98 µM; in the data active = activation above about 11%;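 note: 0% = DMSO vehicle and 100% = reference agonist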
# zfTRPN1 agonist: activates the zebrafish TRPN1 channel | AID 1424 | 220,000 compounds, 0.18% hits | HEK293 zebrafish TRPN1-YFP, Fluo-8 calcium fluorescence; 100% = response to 87 µM carbachol | activation, % at 3 µM;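 active = activation above its plate's cutoff, the mean activation of test wells on that plate plus 3 SD, cut at about 19% in these data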;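 note: 0% = DMSO alone and 100% = 87 µM carbachol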
#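 Material: zebrafish TRPN1-YFP in HEK293 cells. Doses: one dose of 3 µM, 0.3% DMSO. Incubation: dye 1 h 37 °C plus 30 min RT. Measured by: intracellular calcium fluorescence with Fluo-8.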
# TRPML3 ag: activates the human TRPML3 channel | Q8TDD5 | HEK293 TRPML3-YFP, Fluo-8 calcium fluorescence; 100% = the carbachol control signal | activation, % at 3 µM | 220,000 compounds, 0.29% hits;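 active = activation above its plate's cutoff, the mean activation of the plate's test wells plus 3 SD, cut at about 12% in these data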;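 note: 0% = DMSO only wells and 100% = carbachol wells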
# Target sequence (Q8TDD5 whole entry, looked up): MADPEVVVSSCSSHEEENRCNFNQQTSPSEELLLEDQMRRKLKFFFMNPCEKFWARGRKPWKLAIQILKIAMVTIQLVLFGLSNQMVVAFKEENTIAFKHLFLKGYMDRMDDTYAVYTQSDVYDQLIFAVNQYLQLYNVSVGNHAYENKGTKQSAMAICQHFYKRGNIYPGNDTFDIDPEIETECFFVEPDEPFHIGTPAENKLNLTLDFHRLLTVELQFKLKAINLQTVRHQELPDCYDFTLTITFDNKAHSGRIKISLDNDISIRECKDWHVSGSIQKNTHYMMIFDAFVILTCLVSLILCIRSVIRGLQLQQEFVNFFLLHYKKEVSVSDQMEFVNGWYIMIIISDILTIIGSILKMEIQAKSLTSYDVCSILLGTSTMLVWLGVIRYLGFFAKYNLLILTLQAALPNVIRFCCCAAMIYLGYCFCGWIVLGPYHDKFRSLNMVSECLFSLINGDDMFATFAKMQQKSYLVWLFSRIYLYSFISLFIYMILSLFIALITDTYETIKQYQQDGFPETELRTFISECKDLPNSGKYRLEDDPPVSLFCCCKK
#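 Test system: HEK293 cells stably carrying human TRPML3-YFP; Doses: single dose, 3 µM final nominal compound, 0.3% DMSO final; Schedule: dye loading 1 h 37 °C then 30 min ambient, 125 s read; Technique: Fluo-8 calcium fluorescence; Benchmarks: high control carbachol 87 µM, low control DMSO.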
# NPY-Y1 antag: NPY-Y1 (human) receptor antagonism; HEK293-CNG Y1 cells, membrane potential fluorescence; NPY at EC95, then isoproterenol; P25929; 200,000 compounds, 1% hits; inhibition, % at 3.6 µM;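 active = inhibition above the campaign mean inhibition of all tested compounds plus 3 SD, cut at about 20% in these data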;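 note: 0% = DMSO wells given NPY plus isoproterenol and 100% = isoproterenol alone without NPY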
#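 Assay system: HEK293 Y1/CNG channel cell line; Doses: single compound dose of 3.6 µM, 0.4% DMSO; Timing: dye 3 h, compound 60 min room temperature, stimulation 45 min; Technique: Membrane-potential fluorescent dye readout; Measure: % inhibition of NPY effect.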
# EP2 modulator: modulators of human EP2 prostaglandin E2 receptor | P43116 | EP2-expressing cells, cAMP HTRF FRET, PGE2 co-stimulation | induction, % at 25 µM | 260,000 compounds, 0.83% hits | AID 940;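 active = compounds whose cAMP rise, as percent of the full-agonist control response, exceeds 60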;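 note: rat C6 glioma line stably carrying human EP2 under a CMV promoter; the protocol text gives 20 µM as final concentration; 100% = response of wells given 1 µM PGE2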
# Starred values were filed as active, the others as inactive; x = no result given; & = joins results of further samples.
SMILES,S1P4 antagonist,NPY-Y1 PAM-ag,NPY2 pot ag,CHOP inh,S1P4 ag,zfTRPN1 agonist,TRPML3 ag,NPY-Y1 antag,EP2 modulator
COc1ccc(-c2nc(CN3CCCCC3c3cccnc3)c(C)o2)c(F)c1 (stereo not drawn),2,13,1,44,1.3,1.1,0.3,3,-4
O=C(CCSCc1ccc(Cl)cc1)NCCC1=CCCCC1,-13,-22,-8,26,0.1,-1.1,0.9,6,-26
CCOC(=O)CSc1ccc(-c2nc3cc(C)c(C)cc3[nH]2)cn1,-19,-5,7,7,-1.6,-0.4,-0.5,4,-62&1
Cc1nn2c(N3CCCC3)c3c(nc2c1-c1ccccc1)CCC3,-6,-5,13,2,-0.2,-1.3,0.2,x,20
COc1ccnc(CSC(N)=Nc2cccc(C(F)(F)F)c2)c1,-2,16,4,27,0.7,3.2,0.8,-1,-9
CCCOc1ccc2nc(C)c(CCC)c(SC(=N)N)c2c1,-3,5,6,10,0.6,0.9,0.4,x,-22
COC(=O)c1cccc(N(C(=O)c2ccco2)C(C(=O)NC2CCCC2)c2ccco2)c1 (stereo not drawn),-8,-18,7,7,0.3,0.1,1.0,5,30
COc1cc(C(=O)NCC(c2cccnc2)N2CCN(c3ccccc3)CC2)cc(OC)c1OC (stereo not drawn),-25,-2,-9,-12,-1.4,0.7,0.7,1,-6
CN(C)C(CNc1ncnc2sccc12)c1cccs1 (stereo not drawn),-2,1,5,-11,3.4,-0.7,-0.7,0,-74
Oc1ccc(/C=C/c2ccc3ccccc3n2)cc1,0,-8,-26,58,3.0,-2.2,0.9,6,-52
CC(C)OC(=O)c1cc(C(=O)c2cc(F)ccc2O)coc1=N,2,12,-13,40,5.0,1.4,0.5,5,-25
COc1ccc(CNC(=O)COC(=O)/C=C/c2ccc(Cl)cc2)cc1,5,-13,-1,30,0.3,1.0,0.5,3,-10
CC(C)C(=O)N1N=C(c2ccc(NS(C)(=O)=O)cc2)CC1c1cccs1 (stereo not drawn),-21,9,2,0,1.0,0.1,0.0,0,3
CC(=O)Nc1sc2c(c1C(c1cccs1)N1CCOCC1)CCCC2 (stereo not drawn),-3,-9,-1,24,1.1,-0.9,0.4,3,51
Cc1ccc(-n2c(=S)[nH]c3[nH]ncc3c2=O)cc1,-12,5,-4,23,0.5,1.4,0.2,-3,30
Cc1nc2nc(COc3ccccc3)[nH]n2c(=O)c1Cc1ccccc1,-14,-26,-17,8,1.4,0.1,0.6,3,1
C=C(C)CNC(=S)N1CCN(C(c2ccccc2)c2ccccc2)CC1,-8,21,-23,6,-0.3,-0.6,-0.5,-8,24
CC(=O)c1ccc(NC(=S)N2CCN(C(=S)Nc3ccc(C(C)=O)cc3)C(C)C2)cc1 (stereo not drawn),-5,19,6,8,4.0,0.4,1.1,2,-49
Cc1cnn(Cc2ccccc2)c1N,-10,4,17,31,1.9,0.1,0.7,1,30&23
CC(C)Cc1cc(C(=O)Nc2cccc(O)c2)no1,3,29,-24,26,-0.4,0.6,0.0,x,-31
CC1(C)CC(=O)C/C(=N/NC(=O)C2CCN(S(=O)(=O)c3cccs3)CC2)C1,-7,4,0,56,1.1,0.4,0.8,0,30
COc1ccccc1/C=C1\SC(=S)N(CCC(=O)NCCCN2CCOCC2)C1=O,9,5,4,-2,1.6,-0.3,0.0,-2,-14
COc1ccc(NS(=O)(=O)c2ccc(OC)c3ccccc23)cn1,-7,-30,-7,6,0.3,-0.1,-0.8,8,2
COc1cccc(NC(=O)C2CCCN(S(=O)(=O)c3cccc4nonc34)C2)c1 (stereo not drawn),-14,9,-1,43,0.6,-0.1,0.3,4,-14
O=C(/C=C/c1cccc(Cl)c1)NCCN1CCOCC1,-14,-3,-3,-4,1.0,0.2,0.2,0,8
O=C(Nc1ccccc1C(=O)NC(Cc1ccccc1)C(=O)O)c1ccccc1 (stereo not drawn),-4,-3,9,2,0.6,0.4,-0.8,2,10
COc1ccc(C2N(c3cc(Cl)ccc3OC)C(=O)C3CCCN32)cc1OC (stereo not drawn),-14,10,10,39,3.3,1.2,0.2,8,22
CCCCNC(=O)CSc1nnc(-c2ccc(S(=O)(=O)N3CCCC3)cc2)n1C,2,-8,-4,-4,0.5,1.0,0.7,4,-8
O=C(NCCC1=CCCCC1)C1CCN(Cc2cnn(-c3ccccc3)c2-n2cccc2)CC1,5,-14,-8,65,-1.5,1.9,1.7,6,-34
Cc1ccc(-c2ccc(C(=O)O)o2)cc1Cl,-6,-14,-17,11,-1.1,-0.9,-0.3,x,-12

# Four entries from above, with two lines to a compound:
# Results follow in this order: S1P4 antagonist | NPY-Y1 PAM-ag | NPY2 pot ag | CHOP inh | S1P4 ag | zfTRPN1 agonist | TRPML3 ag | NPY-Y1 antag | EP2 modulator
COc1cccc(NC(=O)C2CCCN(S(=O)(=O)c3cccc4nonc34)C2)c1 (stereo not drawn)
  -14 | 9 | -1 | 43 | 0.6 | -0.1 | 0.3 | 4 | -14
O=C(/C=C/c1cccc(Cl)c1)NCCN1CCOCC1
  -14 | -3 | -3 | -4 | 1.0 | 0.2 | 0.2 | 0 | 8
O=C(Nc1ccccc1C(=O)NC(Cc1ccccc1)C(=O)O)c1ccccc1 (stereo not drawn)
  -4 | -3 | 9 | 2 | 0.6 | 0.4 | -0.8 | 2 | 10
COc1ccc(C2N(c3cc(Cl)ccc3OC)C(=O)C3CCCN32)cc1OC (stereo not drawn)
  -14 | 10 | 10 | 39 | 3.3 | 1.2 | 0.2 | 8 | 22

# The results go on:
SMILES,S1P4 antagonist,NPY-Y1 PAM-ag,NPY2 pot ag,CHOP inh,S1P4 ag,zfTRPN1 agonist,TRPML3 ag,NPY-Y1 antag,EP2 modulator
CSc1ccc(N=Nc2c(C)[nH]n(C)c2=O)cc1,-14,24,22,-6,1.6,-3.1,-1.5,x,1
CCCCNC(=O)C1c2cc(OC)c(OC)cc2C(=O)N(C)C1c1cccs1 (stereo not drawn),-3,-3,-12,-14,0.4,1.7,0.5,-3,-24
C/C(=N\NC(=O)c1ccccc1C)c1ccc(NC(=O)c2cccs2)cc1,-2,2,-2,-25,-2.0,1.4,-0.8,1,-9
c1ccc(CNCC2COc3ccccc3O2)cc1 (stereo not drawn),-1,-17,-5,11,-1.1,-0.2,0.7,1,15
COc1ccc2[nH]cc(CCNC(=S)NC3CCCC3)c2c1,-6,16,13,16,-0.2,1.0,0.9,-5,-48
Cc1ccc(OCc2cn3cccnc3n2)cc1,-23,-1,3,-31,-0.2,1.5,-0.2,13,-13
CCCC(=O)c1ccc(N2CCCCC2)c(F)c1,-4,10,20,-6,0.1,1.2,0.2,3,7
O=C(CCn1c(=O)oc2ccccc21)NCCN1CCc2ccccc2C1,11,2,7,-3,-0.3,1.3,0.4,-4,11
COC(=O)Cc1ccc(N(Cc2ccccc2F)S(=O)(=O)c2ccc(Cl)cc2)cc1,13,-32,-32,-16,-0.4,0.7,0.8,5,52
O=C(CCC(=O)c1ccc(Oc2ccccc2)cc1)Nc1cccc(Cl)c1,-3,15,6,56,0.0,1.6,0.0,0,30
Nc1nc(N)nc(-c2ccc(Oc3ccccc3)cc2)n1,3,9,10,9,-1.2,-0.3,-0.2,-3,-5
CCOc1ccc(-n2c(SCc3nc(-c4cccs4)no3)nnc2-c2ccncc2)cc1,-5,-52,-2,14,1.2,-2.6,-0.1,18,11
CC1CCC2C(=O)N(c3ccc(C(=O)Oc4cccc5cccnc45)cc3)C(=O)C2C1 (stereo not drawn),-18,16,-5,8,0.2,1.8,0.0,-4,13
Cc1cc(C)cc(OCc2nnc(SCC(=O)OC3CCCCC3)o2)c1,-7,-14,4,26,-0.3,0.9,0.9,0,37&5
CC1Oc2ccccc2N(CC(=O)NCc2ccccc2)C1=O (stereo not drawn),-7,1,-2,-16,2.0,0.6,0.0,4,-14&7
CC(C)(C)C1CCc2onc(C(=O)NC3CCCC3)c2C1 (stereo not drawn),11,0,17,39,-4.4,-2.1,-0.5,6,3
CCOC(=O)Cn1nc(-c2ccccc2)c2ccccc2c1=O,-6,3,-6,20,0.7,-0.3,0.5,3,5
CCSc1nnc(C)n1-c1ccc(C(=O)O)cc1,-35,-12,-1,22,-2.8,2.9,-0.4,0,18
S=C1NCCc2ccc(Cl)cc2C1c1ccccc1Cl (stereo not drawn),6,12,16,-3,-1.0,-2.5,-0.4,-3,51
Cc1ccc(S(=O)(=O)NC(C)(C)CSc2nnc(Nc3ccccc3)s2)cc1,-11,20,-18,58,3.0,1.4,-0.4,-4,-22
CCc1c(O)nc(SCC(=O)Nc2nc3ccccc3s2)n(C2CCCCC2)c1=O,-28,7,-3,-12,-0.8,0.1,0.8,x,15
CCN1CCN(C(=O)c2ccc3c(=O)n(C4CCCC4)c(=S)[nH]c3c2)CC1,-11,-11,-4,53,-0.9,0.6,2.1,-2,2
c1ccc(-c2n[nH]nc2-c2ccccc2)cc1,-15,1,-10,-38,-1.0,-2.5,-0.4,1,66*
O=c1c(C(c2ccc(F)cc2)c2c(O)nc3n(c2=O)CCCS3)c(O)nc2n1CCCS2,-5,-16,-5,13,-0.2,0.1,0.1,x,2
O=C(Nc1cnn(Cc2ccc(F)cc2)c1)c1cc(-c2ccco2)on1,1,0,3,7,0.4,0.7,-0.3,1,-29
CC(C)NC(=O)NC(=O)CSc1nnc(C(F)(F)F)n1C,-25,-3,-10,-19,-0.3,0.4,0.3,1,7
COc1ccccc1NC(=O)COC(=O)C1CC2C=CC1C2 (stereo not drawn),7,14,6,-4,-0.5,-0.7,0.4,3,-8
O=C1CC(c2ccc(F)cc2)Cc2nc(NCc3ccco3)ncc21 (stereo not drawn),-15,5,4,22,-0.3,0.1,0.7,0,9
CC(C(=O)Nc1ccccc1-c1ccccc1)N1CCN(S(=O)(=O)c2ccccc2)CC1 (stereo not drawn),-7,-17,-11,21,-0.6,-0.1,0.0,6,40
CC(C(=O)Nc1ccc([N+](=O)[O-])cc1)N1CCN(C/C=C/c2ccccc2)CC1 (stereo not drawn),2,1,3,21,3.2,2.1,2.7,3,-22
CCn1nc(C)cc1C(=O)N1CCc2c([nH]c3ccccc23)C1c1cc(F)ccc1F (stereo not drawn),-7,17,-2,-19,0.2,0.0,0.0,1,-30
CSc1nsc(SC)c1NC(=O)OCc1ccccc1,-10,-13,-24,11,0.1,-1.1,-1.1,6,-7
O=C(Nc1nccs1)[C@@H]1CCCN1C(=O)c1cccs1,-2,2,10,-2,-0.1,-0.2,0.3,4,3
CC(C)CNC(=O)Cn1nc(C(F)(F)F)c2c1CCCC2,8,2,-18,-15,-1.2,0.6,-0.6,5,13
O=C(Nc1cn(-c2ccccc2)nc1-c1cccs1)c1ccco1,-1,-46,-10,8,-2.0,0.1,0.1,3,4
CCCC(=O)N1CCc2cc(-c3nc(N)sc3C)ccc21,-11,7,11,-7,-1.7,-0.3,-0.8,-3,-7&-18
O=C(CC(C(=O)O)c1ccc(Cl)cc1)c1ccccc1 (stereo not drawn),0,-10,2,2,0.6,0.6,0.8,6,15
CCOc1cnc(-c2c(-c3ccccc3Cl)noc2C)o1,-8,-1,2,41,0.6,-2.6,-0.7,6,17

# Not a hit list; about 6.5% have a hit in one of these screens.
